Bioassay records deposited in PubChem by National Center for Advancing Translational Sciences (NCATS).
HepG2 tox – kills HepG2 cells in TGF-b inhibitor counter-screen | HepG2 CAGA-GFP viability, ATP luminescence, 18 h | Potency, µM (highest dose often 46.1 µM), for inactives: top-dose activity change, negative = cytotoxicity, actives largely listed as cytotoxic | actives 0.76% (n = 410,000) | AID 588856; further: potency means the concentration at half of the fitted maximal effect; some results filed as inactive show a strong effect at the top dose
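HepG2 CAGA-GFP cells (1000/well, DMEM with 1% FBS) received compound, then TGF-beta at 500 pg/mL final, and were incubated 18 hours at 37 degrees C. Viability was read by CellTiter-Glo luminescence. Media-only wells were set as complete cell-killing and DMSO as no toxicity.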
S2 tox – cell viability loss in ATXN counter-screen; S2 cells (HEK-293 line with an ATXN2-luciferase reporter) viability, CellTiter-Fluor protease fluorescence, 24 h; Potency, µM (highest dose often 56.7 µM), actives largely listed as cytotoxic; actives 0.49% (n = 400,000); AID 651635; further: potency means the concentration at half of the fitted maximal effect; nearly all actives have a fitted effect of over 40% in size
Nrf2 inh – Nrf2 pathway inhibition. A549 ARE-Fluc reporter, luciferase luminescence, 18-24 h. Potency, µM (highest dose often 46 µM), without a hit: at the highest dose activity change, negative = inhibition, most hits filed as inhibitors. actives 2.1% (n = 360,000). AID 504444; further: potency means the concentration at half of the fitted maximal effect; on the % scale 0 is the no-effect control and ±100 the full control effect; nearly all actives have a fitted effect of over 60% in size
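Quantitative HTS in A549 cells stably bearing an antioxidant response element-firefly luciferase construct. Inhibition of Nrf2-driven transcription was scored by luminescence after 18-24 h of compound exposure at 37 °C.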
Nrf2 activator – activates Nrf2 signaling; AREc32 ARE-luciferase reporter (MCF7-derived line), luminescence, 24 h; Potency, µM (highest dose often 46.1 µM), for the others: at the highest dose activation, actives largely listed as activators; actives 0.31% (n = 410,000); further: potency means the concentration at half of the fitted maximal effect; % of control where 0% means no effect; nearly all actives have a fitted effect of over 65% in size
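AREc32_Fluc, 1000 cells/well, OPTI-MEM + 5% FBS, o/n 37 deg C 5% CO2; 23 nL cpd by pin tool, 24 hr; Steady-Glo 30 min RT, luminescence.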
TGFb SMAD3 inh – TGF-b pathway inhibition. HepG2 CAGA-GFP TGF-b/SMAD3 reporter, GFP fluorescence, 18 h; TGF-beta stimulated, 500 pg/mL final. Potency, µM (top dose mostly 46.1 µM), inactives show top-dose activity, negative = inhibition, actives largely listed as inhibitors. actives 1.2% (n = 410,000). AID 588855; further: potency means the concentration at half of the fitted maximal effect; on the % scale 0 is the no-effect control and ±100 the full control effect; nearly all actives have a fitted effect of over 65% in size
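Per well, imaged GFP fluorescence of HEPG2 CAGA-GFP cells gives the signal; cells get compound, then TGF-beta (500 pg/mL final), 18 h at 37 degrees C; %Activity versus -TGF-beta and +DMSO controls.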
IL2 activator – IL-2 activation; IL-2 activation reporter assay, cell-based qHTS; stimulated with anti-CD3/CD4/CD28 beads; in transgenic mouse T cells; activation, % (series mostly up to about 46 µM); actives 0.065% (n = 360,000); AID 652025; in the data active means activation above about 50%; inconclusive means mostly about 30% to 49%; further: 0% is about no effect
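Unstimulated transgenic mouse T cells; 60-min compound exposure; bead-based TCR/CD4/CD28 stimulation; 18 h culture, 37 degrees C; dual fluorescence (EGFP, DsRed) plate cytometry.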
ATXN2 expr inh – inhibitors of ATXN2 expression | HEK-293 ATXN2-luciferase reporter, luminescence, 24 h | Potency, µM (series often up to 57 µM), for inactives: at the top dose activity change, negative = inhibition, hits mostly inhibitors | actives 0.72% (n = 360,000) | AID 1745845; further: potency means the concentration at half of the fitted maximal effect; on the % scale 0 is the no-effect control and ±100 the full control effect; nearly all actives have a fitted effect of over 55% in size
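qHTS (up to 57 uM final) was run with 24 h compound exposure of reporter cells at 37 °C. Each well was multiplexed: SteadyGlo luminescence measured ATXN2-luciferase expression after a fluorogenic Gly-Phe-AFC viability readout (25 uM final).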
EPAC2 agonist – activates human EPAC2 exchange factor | Q8WZA2 | EPAC2 activation, biochemical qHTS; response scale: 100% = 6.5 mM cAMP response | Potency, µM (top dose mostly 154 µM), without a hit: top-dose activation, actives largely listed as activators | actives 0.079% (n = 360,000) | AID 720711; further: potency means the concentration at half of the fitted maximal effect; nearly all actives have a fitted effect of over 50% in size
Target sequence (Q8WZA2 whole entry, looked up): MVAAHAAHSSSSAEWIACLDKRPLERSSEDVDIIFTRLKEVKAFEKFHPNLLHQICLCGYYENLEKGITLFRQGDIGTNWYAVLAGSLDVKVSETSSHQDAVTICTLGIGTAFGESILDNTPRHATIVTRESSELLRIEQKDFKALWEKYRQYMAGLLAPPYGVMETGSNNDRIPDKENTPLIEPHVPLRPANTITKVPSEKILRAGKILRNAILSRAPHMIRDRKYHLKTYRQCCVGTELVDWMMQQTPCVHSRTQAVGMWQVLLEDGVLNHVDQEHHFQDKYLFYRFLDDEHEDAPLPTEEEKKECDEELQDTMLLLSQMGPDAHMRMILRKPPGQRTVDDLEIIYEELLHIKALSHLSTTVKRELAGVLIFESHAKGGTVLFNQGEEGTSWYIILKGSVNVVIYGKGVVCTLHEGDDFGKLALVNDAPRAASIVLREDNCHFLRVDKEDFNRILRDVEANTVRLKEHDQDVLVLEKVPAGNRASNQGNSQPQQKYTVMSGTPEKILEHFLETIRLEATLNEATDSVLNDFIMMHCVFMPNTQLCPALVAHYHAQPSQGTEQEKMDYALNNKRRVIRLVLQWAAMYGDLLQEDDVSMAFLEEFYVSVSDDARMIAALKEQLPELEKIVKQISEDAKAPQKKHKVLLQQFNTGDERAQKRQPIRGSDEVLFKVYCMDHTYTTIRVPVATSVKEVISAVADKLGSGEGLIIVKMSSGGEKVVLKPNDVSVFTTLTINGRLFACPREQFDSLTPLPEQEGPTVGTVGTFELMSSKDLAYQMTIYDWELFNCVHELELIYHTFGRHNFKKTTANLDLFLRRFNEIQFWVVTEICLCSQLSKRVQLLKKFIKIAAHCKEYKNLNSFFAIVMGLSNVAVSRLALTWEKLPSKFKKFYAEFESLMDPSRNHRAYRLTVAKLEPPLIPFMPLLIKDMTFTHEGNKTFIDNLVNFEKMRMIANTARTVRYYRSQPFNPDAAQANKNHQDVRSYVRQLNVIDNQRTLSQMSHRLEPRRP
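Fluorescence exchange assay: 100 nM EPAC2 with 250 nM RAP1B-BODIPY-GDP and 50 uM GDP; compounds tested as a concentration-titration series (qHTS). Loss of Rap1-bound BODIPY-GDP fluorescence read at 480/540 nm; data normalized to 6.5 mM cAMP.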
A549 viability – A549 cytotoxicity, counter-screen for Nrf2 inhibitors. A549 ARE-Fluc cells, CellTiter-Fluor viability, 18-24 h. Potency, µM (top dose mostly 46 µM), inactives show at the top dose activity change, negative = cytotoxicity, most hits filed as inhibitors. actives 0.16% (n = 390,000). AID 504648; further: potency means the concentration at half of the fitted maximal effect; on the % scale 0 is the no-effect control and ±100 the full control effect
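Cytotoxicity counterscreen: CellTiter-Fluor fluorescence was measured in A549 ARE_Fluc cells after 18-24 h of compound exposure in a concentration series. The subsequent BugLite luminescent read reports ARE-luciferase activity.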
Numbers without * were called inactive; i = inactive; ? = inconclusive; . = not tested or not shown; [ ] = dose if it differs, or a comment. Unless noted, the call rests on the fitted dose curve; in most records, active means well fitted curve in the direction sought with a large enough effect; inconclusive means small, poorly fitted or top-dose-only effect, or another doubt; inactive means no such curve, though single readings can be large; an effect the other way counts as inactive or inconclusive. Hits appear at their usual frequency; overall some 4.3% were active at least once.

SMILES | HepG2 tox | S2 tox | Nrf2 inh | Nrf2 activator | TGFb SMAD3 inh | IL2 activator | ATXN2 expr inh | EPAC2 agonist | A549 viability
COc1cc(NC(=O)C23CC4CC(C2)CC(n2nnc(C)n2)(C4)C3)c(OC)cc1Cl | 4% | i | 10% | -0.5% | 46%[activator] | -0.2 | 0% | -1% | 13%
COc1ccc(CN2C(=O)C(CC(=O)NCc3cccc4ccccc34)CC(C(=O)N(C(C)C)C(C)C)=C2C)cc1 (stereo not given) | -66% | ? | . | -0.2% | ? | -0.6 | ? | 0% | .
CC1(C(=O)NS(=O)(=O)c2cccc(C#N)c2)CCN1C(=O)Cc1ccccc1Cl (stereo not given) | 15% | i | . | 0.0% | 10% | 0.0 | 13% | 3% | .
COc1ccc([N+](=O)[O-])cc1NC(=O)CCSCCc1ccccn1 | -9% | i | -26% | 2.5% | 10% | 0.2 | -2% | 4% | -9%
CC(=O)Oc1ccccc1/C=C/c1ccc2ccccc2[n+]1C | -38% | ? | ? | 11µM* | 4% | -0.9 | . | 6% | ?
O=C(NCc1nc(-c2ccccc2)no1)c1ccco1 | -17% | . | 6% | 4.0% | -27% | . | . | . | 4%
O=c1cc(-c2ccccc2)nc(SCc2nc(-c3ccccc3Cl)no2)[nH]1 | -21% | . | . | -1.4% | 0% | . | . | . | 5%
Cc1ccc(NC(=S)N(C)N)cc1Cl | -6% | i | 6% | 2.2% | -1% | -2.3 | 16% | -5% | -8%
COc1ccc(-c2cc(C(F)F)n3ncc(C(=O)N4CCN(C)CC4)c3n2)cc1 | 5% | i | 18% | -0.1% | -2% | 3.2 | -22% | 10% | -6%
COc1ccc(NC(=O)CN(C)C(=O)CNC(=O)C2CCCCC2)cc1 | 0% | i | 12% | -0.1% | -3% | 0.7 | -12% | -1% | 9%
CC1(C)C2CC=C(/C=N/NC(=O)c3ccc(O)cc3)C1C2 (stereo not given) | -9% | i | -6% | 0.0% | -13% | -0.1 | 1% | 3% | -6%
CCNC(=O)C1(C)CCCN(C(=O)c2cccnc2Oc2ccccc2)C1 (stereo not given) | -11% | i | . | -0.9%[9.22 µM] | -5% | -0.2 | 16% | 6% | .
O=C(CCC(=O)Nc1ccccc1Cl)N/N=C/c1ccccc1 | 0% | i | 8% | -0.2% | 0% | -1.4 | 4% | 4% | 0%
Cc1cc(=O)n2[nH]cc(C(=O)O)c2n1 | 6% | i | 14% | -0.3% | 16% | -0.1 | 4% | -3% | 9%
O=C(O)c1ccc(NS(=O)(=O)c2ccc(NC(=O)c3ccccc3Cl)cc2)cc1 | -3% | . | 1% | -0.9% | 3% | -0.5 | -4% | 1% | 1%
CCOC(=O)NC(=O)CN1C(=O)NC(C)(c2ccccc2)C1=O (stereo not given) | 0% | i | -2% | -0.4% | ? | -0.1 | -2% | 2% | -2%
Cn1c(Cn2c(=O)sc3ccccc32)nnc1SCC(=O)Nc1cccc(F)c1 | -24% | i | -9% | 0.2% | -5% | -2.2 | 2% | 11% | 2%
Cn1nccc1C(=O)N1CCCC(C(=O)c2cccc3ccccc23)C1 (stereo not given) | -11% | i | -4% | 1.3% | -8% | -4.0 | ? | 6% | 28%
O=C(NCC1CCCO1)c1cc(C(=O)c2ccc(Cl)cc2Cl)c[nH]1 (stereo not given) | -19% | i | -15% | -0.1% | 0% | -2.4 | . | -2% | 0%
COc1ccc(NC(=O)/C=C/c2cc(Br)ccc2OC)cc1 | -9% | i | 9% | 21% | 10% | 0.5 | -16% | 17% | 3%

Reformatted: results already given.
Structure	HepG2 tox	S2 tox	Nrf2 inh	Nrf2 activator	TGFb SMAD3 inh	IL2 activator	ATXN2 expr inh	EPAC2 agonist	A549 viability
COc1cc(NC(=O)C23CC4CC(C2)CC(n2nnc(C)n2)(C4)C3)c(OC)cc1Cl	4%	i	10%	-0.5%	46%[activator]	-0.2	0%	-1%	13%
COc1ccc(CN2C(=O)C(CC(=O)NCc3cccc4ccccc34)CC(C(=O)N(C(C)C)C(C)C)=C2C)cc1 (stereo not given)	-66%	?	.	-0.2%	?	-0.6	?	0%	.

Next structures.
SMILES | HepG2 tox | S2 tox | Nrf2 inh | Nrf2 activator | TGFb SMAD3 inh | IL2 activator | ATXN2 expr inh | EPAC2 agonist | A549 viability
COC(C[C@H](O)CC(=O)[C@H](C)OCc1ccccc1)OC | -1% | i | -2% | 10% | 7% | 0.2 | 6% | 3% | -6%
CC1c2c([nH]c3ccccc23)CCC1C(=O)O (stereo not given) | 0% | ? | -1% | 0.1% | 0% | -0.3 | ? | 3% | -2%
CC1CCN(CCc2nc3cc(NC(=O)COc4ccc([N+](=O)[O-])cc4)ccc3n2C)CC1 | -22% | i | -23% | 17% | -5% | -2.3 | -22% | 4% | ?
COC(=O)Cc1c(C)nc2nc(-c3ccco3)[nH]n2c1=O | -18% | i | . | -0.1% | -4% | -0.4 | -10% | 10% | -3%
CCN(CC)CCCNC(=O)c1ccc(S(=O)(=O)Nc2ccc(C)c(C)c2)cc1 | -16% | i | -7% | -0.3% | 6% | 0.2 | 2% | -10% | 13%
CC(C)c1ccc(OCCCN2CCCC2)cc1 | 3% | i | 7% | 0.1% | 19% | 0.0 | 9% | 3% | -11%
Cc1ccc(NC(=S)NC(=O)c2ccc(-c3ccccc3)cc2)cc1 | -13% | i | -7% | 0.4% | 5% | -1.4 | -12% | -6% | -3%
CCC(C)(C)NC(=O)CN(C(=O)C(=O)Nc1ccc2c(c1)OCCO2)C1CC1 | -3% | i | ? | -0.6% | 7% | -3.3 | 37%[activator] | 9% | 2%
CCC(=O)Nc1c2c(nn1-c1ccc(OC)cc1)CS(=O)C2 (stereo not given) | 2% | i | 22% | -0.7% | -4% | -0.5 | 1% | 2% | 1%
COc1ccc(CNC(=S)Nc2cc(OC)ccc2OC)cc1 | 8% | i | 8% | 0.8% | 13% | -2.8 | -2% | 1% | 10%
Cc1ccnc(NC(=O)c2ccc([N+](=O)[O-])o2)c1 | -63% | i | 13% | ? | ? | 0.3 | 46%[activator] | 8% | 3%
COc1cc2nc(NC(=O)c3ccco3)sc(=O)c2cc1OC | -9% | i | 26% | 12% | 18% | -0.4 | 1% | 16% | -4%
COC(=O)c1sc2nc(CN3CCN(c4ccc(OC)cc4)CC3)[nH]c(=O)c2c1C | 1% | i | 4% | 0.0% | 6% | 0.0 | 1% | -7% | 2%
O=C(Nc1ccc(F)cc1F)N1CCN(C/C=C/c2ccccc2)CC1 | -5% | i | -5% | -0.2% | -15% | -2.5 | -11% | 10% | 2%
COc1ccc(C(=O)CSc2nc3[nH]ncc3c(=O)[nH]2)cc1 | 18% | i | 2% | 4.6% | 7% | 1.1 | 19% | 16% | 4%
Cc1occc1C(=O)Nc1nn[nH]n1 | 5% | i | 9% | -0.2% | -5% | -0.2 | -7% | 9% | -4%
CCC(C)[C@H](NC(=O)N1CCn2c1nc1ccccc12)C(=O)NCC1CCCO1 (stereo not given in full) | -28% | i | -12% | 2.6% | 2% | 2.4 | -23% | -2% | 0%
NC(=O)c1cccc(S(=O)(=O)N2CC(c3ccccc3)CC2=O)c1 (stereo not given) | 4% | i | ? | -0.5% | -3% | 0.7 | 10% | 5% | -13%
COCCN(C(=O)COC(=O)C1=COCCO1)c1c(N)n(Cc2ccccc2)c(=O)[nH]c1=O | 0% | i | 17% | -0.8% | 5% | 0.8 | 5% | 2% | -5%
CCC(c1nnnn1Cc1ccccc1)N1CCN(c2ccc(OC)cc2)CC1 (stereo not given) | 13% | i | 7% | -0.2% | -13% | -0.9 | . | 8% | 3%

Marked active in Nrf2 activator (from the list above):
SMILES,Nrf2 inh,Nrf2 activator,TGFb SMAD3 inh,IL2 activator
CC(=O)Oc1ccccc1/C=C/c1ccc2ccccc2[n+]1C,?,11µM*,4%,-0.9

(next part)
SMILES | HepG2 tox | S2 tox | Nrf2 inh | Nrf2 activator | TGFb SMAD3 inh | IL2 activator | ATXN2 expr inh | EPAC2 agonist | A549 viability
CC(C)Nc1nc2cccnc2s1 | -52% | i | -9% | 0.0% | 0% | 7.4 | 16% | 2% | -6%
COc1ccc(CCNCC(=O)Nc2c(C)cc(C)cc2C)cc1OC | -12% | i | -12% | 0.4% | 4% | -1.8 | 6% | -3% | -14%
Cc1ccc(S(=O)(=O)N2CCOCC2)cc1NC(=O)CNCc1ccccn1 | -4% | i | -10% | -0.3% | 1% | 1.0 | -5% | 2% | -7%
Cc1cc(C(=O)O)cc(S(=O)(=O)NNC(=O)c2cccs2)c1C | 3% | i | 5% | 0.4% | 1% | -2.7 | -3% | -4% | 3%
COc1ccccc1Nc1nc(N)nc(CN2CCOCC2)n1 | -50% | i | -2% | 0.3% | ? | 3.9 | 4% | 4% | -5%
O=C(NCc1ccco1)c1nn2cccnc2c1Cl | -8% | i | 1% | -0.5% | 2% | 0.3 | . | 5% | 0%
COc1ccc2c(c1)Cc1sc(NC(=O)c3ccccc3Br)nc1-2 | -38% | . | ? | 2.3% | 7.1µM* | . | . | . | -8%
COc1ccccc1NC(=O)c1cc(S(=O)(=O)N2CCN(c3ccccc3Cl)CC2)ccc1F | 3% | i | . | -0.7% | 1% | . | 2% | . | 4%
COc1cc(/C=N/NC(=O)CN(Cc2ccccc2)S(=O)(=O)c2ccc3c(c2)OCCO3)ccc1O | -6% | i | -2% | 2.3% | -5% | -0.4 | 5% | 2% | 0%
CC(NC(N)=O)C(=O)NCC(=O)OCc1ccccc1 (stereo not given) | -6% | i | ? | -0.8% | -3% | 0.6 | . | 6% | 0%
COc1ccc(NC(=O)c2c(C)oc3ccc(O)c(CN4CCCCCC4)c23)cc1Cl | -60% | ? | ? | 0.3% | ? | . | -29% | . | 5%
CN(C(=O)COC(=O)c1ccc(S(=O)(=O)N2CCCC2)cc1)c1ccccc1 | -4% | i | -8% | -0.6% | 8% | 0.6 | -9% | 4% | -5%
